# bCat nuc transl – beta-catenin nuclear translocation modulation | nuclear translocation activity, % at 5 µM | HeLa beta-catenin nuclear translocation, immunofluorescence imaging | actives 0.3% (n = 190,000);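 active = nuclear translocation activity above 50% at 5 µM, with a well cell count of 50 or more; inconclusive = wells under 50 cells across six images, flagged as toxic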;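 also: per-cell ratio of nuclear to cytoplasmic median beta-catenin stain intensity; plate controls were DMSO negative control for no effect and GSK-3 inhibitor IX positive control for full effect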
#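 Read-out: Nuclear/cytoplasmic beta-catenin signal ratio, % activation | Assay system: Human HeLa cell line | Times: 24 h compound exposure at 37°C, 5% CO2 | Signal: Fluorescence imaging of beta-catenin antibody stain plus DAPI | Dosing: 5 µM primary, 0.02–20 µM confirmation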
# MT stabilize HCS – microtubule stabilization, imaging screen; HeLa tubulin immunostaining HCS, 24 h; share of cells brighter than vehicle mean+2SD; % tubulin-high responders, % at 10 µM; actives 0.83% (n = 200,000); AID 2205;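 active = plate Z-score above 3 for both tubulin-high and condensed-nucleus cell shares, with cell loss under 80%, at 10 µM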;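 also: anti alpha tubulin signal scored within the nucleus-defined area of each cell; some results filed as inactive read as strong as hits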
# PMI inhibition – human PMI inhibitors, high substrate, primary screen, biochemical, fluorescence intensity, high mannose 6-phosphate (AID 1220). recombinant PMI enzyme, coupled fluorescence intensity; higher % means a stronger effect. one-dose inhibition, % at 20 µM; IC50 in µM for titrated hits. actives 0.66% (n = 190,000)
# Insulin prom up – MIN6 insulin promoter up-regulation; MIN6 insulin promoter-GFP reporter, high-content imaging; hits give high values; z-score at 5 µM; actives 0.3% (n = 190,000);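 active = z-score above 3 at 5 µM with at least 500 cells counted in the well; inconclusive = wells under 500 cells, flagged as cytotoxic or low count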
# Autophagy mod – autophagy modulation, high-content screen; MEF GFP-LC3 puncta imaging; test concentration mostly 10 µM; calls only at 10 µM (by protocol); actives 0.98% (n = 190,000); AID 463193;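 active = percentage of spot-positive cells more than 3 SD above its plate mean, without a fluorescence outlier flag or 80% toxicity; inconclusive = no clear call, values can overlap the other calls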;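 also: spot-positive cell cutoff set from DMSO-treated cells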
# TNAP activators – human TNAP enzyme activators, primary screen, biochemical, luminescent, no phosphate acceptor, uHTS (AID 1001) | purified TNAP, luminescent activation assay, no phosphate acceptor; higher activation fold means a stronger effect | one-dose activation fold at 20 µM; EC50 in µM for titrated hits | actives 0.03% (n = 200,000); in the data active = activation fold from about 3, or a potency from the dose series; inactive = the rest, 99 in 100 with activation fold below about 1.6; also: many of its hits are not listed in these tables
# Hep lipid drop – modulators of hepatic lipid droplet formation | AML12 mouse hepatocytes, oleate lipid droplets, BODIPY imaging | inhibition, % at 6.5 µM | actives 0.4% (n = 240,000) | AID 1656;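 active = lipid droplet intensity inhibited by at least 50%, with more than 500 cells counted; inconclusive = wells with under 300 cells, treated as cytotoxic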
#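 Material – AML12 mouse liver cells · Also added – oleate loading, 100 µM · Compound dosing – 6.5 µM single-point dosing · Times – overnight treatment with compound plus oleate · Measured by – fluorescence imaging, 20x objective, two fields per well · Read-out – percent inhibition of filter-corrected integrated lipid droplet intensity per well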
# T cell modulator – T cell immune modulation candidate. AID 2052. actives 0.068% (n = 330,000). calls only at 7 µM. 2C CD8+ T cell-vesicle binding, flow cytometry; hits give low values;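 active = response, share of CD8 T cells binding vesicles, and their 90th percentile fluorescence all below set limits, cut at about 80% in these data, passing the limit was not always enough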
#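 Material: murine 2C transgenic CD8+ T lymphocytes / Also added: QL9-peptide-loaded Drosophila micro-vesicles bearing Ld, ICAM-1 and B7-1 / Schedule: binding step 1.5 h, 37 °C, antibody labelling 20 min, ice / Signal: flow cytometry, PE anti-B7-1 (FL2) versus Alexa647 anti-CD8 (FL8), PFA-fixed / Evaluation: percent CD8+ FL2 mean versus row control / Benchmarks: naked versus QL9-loaded vesicles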
# human PMI inhibition – inhibitors of human PMI, primary screen, biochemical, fluorescence intensity, coupled assay (AID 1209). purified PMI enzyme, coupled fluorescence intensity; higher % means a stronger effect. one-dose inhibition, % at 20 µM; IC50 in µM for titrated hits. actives 0.42% (n = 190,000);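 also: plate controls were DMSO vehicle for no effect and wells lacking substrate for full effect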
# Insulin prom up cell count – second read-out of Insulin prom up, no call of its own (marks repeat the call); cell count; measured here: cytotoxicity, nuclei count;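 total cells summed across four imaged fields per well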
# Hep lipid drop cells 6.5 µM – second read-out of Hep lipid drop, no call of its own (marks repeat the call); cell count; measured here: cell count, cytotoxicity flag;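 cells counted across two imaged fields per well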
# bCat nuc transl cell count 5 µM – recorded beside bCat nuc transl, whose call it bears; cell count; measured here: cell count, cytotoxicity flag
# T cell modulator vesicle-bound % – further read-out of T cell modulator, marked with its call; double positive events, %; measured here: CD8+ vesicle-bound cell fraction;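 binding gate set so that unloaded-vesicle control wells show 10% double positive cells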
# MT stabilize HCS Hoechst-high % – recorded beside MT stabilize HCS, whose call it bears; % Hoechst-high responders; measured here: nuclear condensation Hoechst responders;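 share of cells brighter than vehicle mean plus two SD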
# MT stabilize HCS cytotoxicity % – second read-out of MT stabilize HCS, no call of its own (marks repeat the call); toxicity, %; measured here: cytotoxicity by cell density;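 0% = mean cell density of plate MIN control wells and 100% = no cells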
# Autophagy mod cell loss 18 h – also measured in Autophagy mod; calls as there; toxicity, %; measured here: cell loss, nuclei count;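 cell loss after 18 h compound exposure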
# Active calls of the source: *; i = inactive; ? = inconclusive; · = not tested or not shown. Rule as the data show it, unless noted: active = inhibition above about 50%; inactive = the rest.
SMILES,bCat nuc transl,bCat nuc transl cell count 5 µM,MT stabilize HCS,MT stabilize HCS Hoechst-high %,MT stabilize HCS cytotoxicity %,PMI inhibition,Insulin prom up,Insulin prom up cell count,Autophagy mod,Autophagy mod cell loss 18 h,TNAP activators,Hep lipid drop,Hep lipid drop cells 6.5 µM,T cell modulator,T cell modulator vesicle-bound %,human PMI inhibition
O=C(Nc1nnc(-c2ccc3c(c2)CCCC3)o1)C1COc2ccccc2O1 (stereo not given),·,·,3.1,3.6,2.5,-12%,?,·,i,-29,0.9,·,·,i,35,-23%
Cc1ccc[n+](C(C)C(=O)c2ccc(-c3ccccc3)cc2)c1 (stereo not given),-2.8,544,2.9,3.9,0.0,1%,-2.9,547,i,1,1.1,-16,647,i,14,2%
CCN(C(=O)COC(=O)/C=C/c1cnc2ccccc2n1)c1ccccc1,-4.1,1169,1.7,2.2,11,-2%,0.38,1183,i,-7,1,23,713,i,2,-3%
CCNc1nc(N)nc(Oc2ccc(OCCOc3ccc(Cl)cc3Cl)nn2)n1,-0.2,1083,3.1,1.1,12,21%,-0.48,1234,i,5,1.1,1,740,i,19,15%
CCN(CCCc1ccccc1)CCCc1ccccc1,·,·,2.4,2.5,7.4,-11%,·,·,i,9,1.1,15,649,i,19,-13%
C=CCOc1ccc(Br)cc1/C=C1/SC(=Nc2ccc(C(=O)O)cc2)NC1=O,-0.2,1102,3.9,1.3,7.2,-24%,0.23,1144,i,2,1.1,27,735,·,·,-16%
O=C(COC(=O)/C=C/c1ccccc1[N+](=O)[O-])NCC(F)(F)F,-0.2,1026,2.9,2.6,22,-9%,-0.62,1279,i,-1,1,1,671,i,26,-9%
CC(C)COc1ccc(CNC(=S)NCc2ccccc2)cc1,-0.1,1357,4.2,2.2,11,15%,0.04,1758,i,17,1.3,·,·,i,15,15%
CC1CCN(CCCNC(=O)c2ccc3c(Cl)c4c(nc3c2)CCCC4)CC1,-0.5,1233,·,·,·,·,1.7,1099,·,·,·,10,682,i,22,·
COc1ccc(-c2nnc(SC(C)C(=O)Nc3nccs3)n2Cc2ccccc2)cc1OC (stereo not given),·,·,5.2,2.0,3.9,9%,0.07,947,i,-2,1.1,·,·,i,37,16%
CCc1nc2ccccc2c(C(=O)OCC(=O)NCCCN2CCCC2=O)c1C,-2.7,1002,3.7,2.4,4.6,7%,-0.66,1345,i,4,1.1,·,·,i,21,0%
Cc1nnc(SCc2ccc(Cl)cc2)nc1/C=C/N(C)C,1.8,1106,3.0,2.1,10.0,19%,-0.76,1225,i,-1,1,-3,676,i,58,2%
O=C(Nc1ccc(Cl)c(Cl)c1)Oc1ccc(NC(=O)c2ccco2)cc1,·,·,1.2,1.8,4.7,2%,·,·,i,13,1.2,28,839,i,32,6%
CC1=C(C)[N+](=O)C2CCCCC2N1[O-] (stereo not given),·,·,2.6,2.1,8.4,8%,0.06,1268,i,-1,1.1,13,779,·,·,8%
Cc1ccc(/C=N/n2c(C3CCCCC3)n[nH]c2=S)o1,-0.4,981,2.0,2.7,8.3,5%,0.32,1373,i,-5,1.1,-4,655,i,47,4%
CCN(Cc1ccncc1)C(=S)NCc1ccccc1,1.2,1065,5.1,1.9,7.2,2%,-1.2,1399,i,-2,1,-26,628,i,44,4%
CCCNC(=O)c1ccc(Cl)cc1Cl,-2.2,1204,·,·,·,·,0.03,1423,·,·,·,19,718,i,50,·
O=C(Nc1ccc(NC(=O)c2sc3ccccc3c2Cl)cc1)c1ccco1,·,·,2.5,2.8,3.2,2%,0.71,1157,i,18,1.1,7,588,i,27,17%
CCCCCC(=O)NCc1c(C(F)(F)F)nn(C)c1N1CCOCC1,-0.1,991,3.9,2.4,6.8,10%,0.18,1542,i,-4,1,-19,687,i,25,16%
CC(NC(=O)Nc1ccc([N+](=O)[O-])cc1)C(c1ccccc1)N1CCOCC1 (stereo not given),-1.0,1054,1.5,2.6,9.5,4%,-0.31,1220,i,25,1.1,-20,637,i,62,1%
CC1=Nc2ccc3ccccc3c2C1(C)C,-1.5,1076,2.6,2.5,0.5,2%,1.4,1347,i,10,1.2,-14,640,i,59,-6%
COc1ccc(N2CCN(C3CC(=O)N(C)C3=O)CC2)cc1 (stereo not given),1.7,1175,2.5,1.6,7.9,2%,-0.43,1293,i,-2,1,12,807,i,46,5%
CCn1ncc(Br)c1C(=O)Nc1ccc(C(=O)OC(C)C)cc1,1.4,1039,1.7,1.4,11,-6%,·,·,i,5,1,0,789,i,30,3%
Cc1cccc(NC(=S)NC2CCN(Cc3ccccc3)CC2)c1C,·,·,4.9,1.9,3.2,-5%,0.21,1169,i,10,1.1,-16,545,i,46,8%
CC(=O)C1=C(C)NC(=O)NC1c1cc(Br)ccc1OCC(N)=O (stereo not given),·,·,2.3,3.1,26,-6%,0.1,1285,i,-4,1,-10,767,i,32,0%
CCOC(=O)c1c(NC(=O)C2c3ccccc3Oc3ccccc32)sc(C(=O)N(CC)CC)c1C,1.0,1475,2.0,1.5,8.9,19%,?,·,i,11,1.1,·,·,i,13,21%
CCOc1ccc(NC(=O)c2ccc(OC)cc2)cc1,3.7,1400,3.0,1.4,1.5,-13%,-1.7,1207,i,-11,1.1,·,·,i,27,-5%
Cc1cc(C)c(S(=O)(=O)n2c([N+](=O)[O-])cnc2C)cc1C,-1.9,1132,1.5,1.6,7.6,-22%,0.75,1551,i,2,1.2,0,690,i,45,-19%
CCNC(=O)COC(=O)c1csc2c1CCCC2,-0.1,471,3.8,2.5,4.5,-4%,0.18,1121,i,4,1.1,1,623,i,36,-7%
Cc1nn(-c2ccccc2Cl)c2sc(C(=O)Nc3nnc(C4CC4)s3)cc12,-1.3,1010,3.0,2.9,5.9,-6%,-0.02,1351,i,5,1.2,5,588,i,42,-7%
C=CCSc1nnc(NC(=O)CSc2nc(CCC)cc(=O)[nH]2)s1,-0.1,1023,2.9,1.4,3.7,-1%,1.3,1560,i,-2,1,-2,664,i,42,0%
COC(=O)c1ccc(CSc2nncn2C)cc1,-5.7,962,2.2,1.6,6.7,4%,1.2,1159,i,2,1.1,·,·,·,·,2%
CCCC1=C(C(=O)OCC)C(c2cccnc2)n2nc(C)nc2N1 (stereo not given),0.3,1368,·,·,·,·,-0.65,1070,·,·,·,0,717,i,19,·
NS(=O)(=O)c1ccc(CNC(=O)C2CCCCC2)cc1,-0.8,1075,2.5,2.2,20,3%,0.61,1178,i,-7,1.1,1,654,i,18,7%
c1ccc(-c2onc3cc4c(cc23)OCCO4)cc1,-0.7,1131,3.8,3.1,4.3,16%,-0.86,1353,i,17,1,20,758,i,19,23%
Cc1ccc(C)c(NC(=S)NC(NC(=O)OCc2ccccc2)C(Cl)(Cl)Cl)c1 (stereo not given),-2.2,920,4.5,2.0,9.6,-5%,-0.08,1304,i,2,1.1,-28,684,i,42,7%
O=C(NCc1ccccc1)NC1(C(=O)N2CCN(c3ncccn3)CC2)CCCCC1,-5.6,1031,2.0,1.9,6.3,3%,-0.56,1367,i,5,1.2,·,·,i,39,-8%
Cc1ccccc1OC(=O)Cn1c(C(F)(F)F)nc2ccccc21,-0.7,1351,3.6,0.7,1.6,6%,0.94,1517,i,1,1,·,·,i,55,-4%
COc1cccc(/C=N/NC(=O)c2ccc(COc3ccc(Cl)cc3Cl)o2)c1,-0.1,1384,5.1,3.3,3.8,11%,2,1232,i,6,1,·,·,i,51,20%
O=C(CCCN1C(=O)c2ccccc2C1=O)N1CCOCC1,-0.6,959,4.1,2.2,9.9,-4%,-0.21,1450,i,0,1.1,10,750,i,30,8%
Cc1ccc(S(=O)(=O)N2CCC(=O)N(CCOC(=O)Nc3ccc(C)c(C)c3)CC2)cc1,·,·,5.1,1.6,9.4,-16%,-0.6,1157,i,-12,1,4,733,i,38,-17%
C=CCc1c(O)nc(SCC(=O)c2ccccc2)[nH]c1=O,-3.1,1396,5.4,2.2,0.9,-20%,0.04,1682,i,0,1.1,·,·,i,40,-8%
CC1CCN(C(=O)CN(C2CCCCC2)S(C)(=O)=O)CC1,·,·,3.6,1.8,6.5,2%,·,·,i,3,1.1,-2,678,i,57,5%
O=C(NCc1ccccn1)c1ccc(N2CCCC2=O)cc1,-0.9,820,2.1,2.8,21,-14%,-0.99,1549,i,37,1.1,·,·,i,40,0%

# Laid out differently: entries from further up.
# Values run as follows: bCat nuc transl	bCat nuc transl cell count 5 µM	MT stabilize HCS	MT stabilize HCS Hoechst-high %	MT stabilize HCS cytotoxicity %	PMI inhibition	Insulin prom up	Insulin prom up cell count	Autophagy mod	Autophagy mod cell loss 18 h	TNAP activators	Hep lipid drop	Hep lipid drop cells 6.5 µM	T cell modulator	T cell modulator vesicle-bound %	human PMI inhibition
NS(=O)(=O)c1ccc(CNC(=O)C2CCCCC2)cc1
→ -0.8	1075	2.5	2.2	20	3%	0.61	1178	i	-7	1.1	1	654	i	18	7%
Cc1ccc(C)c(NC(=S)NC(NC(=O)OCc2ccccc2)C(Cl)(Cl)Cl)c1 (stereo not given)
→ -2.2	920	4.5	2.0	9.6	-5%	-0.08	1304	i	2	1.1	-28	684	i	42	7%

# Copied from the list.
# C=CCc1c(O)nc(SCC(=O)c2ccccc2)[nH]c1=O @ PMI inhibition = -20%
# NS(=O)(=O)c1ccc(CNC(=O)C2CCCCC2)cc1 @ MT stabilize HCS Hoechst-high % = 2.2
# c1ccc(-c2onc3cc4c(cc23)OCCO4)cc1 @ T cell modulator vesicle-bound % = 19
# CC1CCN(C(=O)CN(C2CCCCC2)S(C)(=O)=O)CC1 @ human PMI inhibition = 5%

# Screens from PubChem BioAssay.
